hERG WT inh: KCNH2 (human, wildtype) channel inhibition; Q12809; U2OS, BacMam KCNH2, thallium flux FluxOr; active compounds read low; activity change, % at 1.84 µM; 340,000 tested, 0.37% active; AID 720551;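 active = maximum activity change below -70%; inconclusive = maximum activity change between -70% and -50%; inactive = maximum activity change above -50%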
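U2OS cells transduced with wild-type KCNH2 virus are loaded with FluxOr dye for 45 min, and thallium flux is measured in kinetic reads before and after stimulation buffer. Rate constants are normalized to DMSO controls.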
PKM2 act: PKM2 (human) enzyme activation | P14618 | Potency, µM (titrated, usually from 57.5 µM), for the others: at the highest dose activation, hits mostly activators | purified PKM2, Kinase-Glo ATP luminescence, activation; response scale: 0% is enzyme alone, no compound | 260,000 tested, 0.34% active | AID 1631; also: potency is read from the fitted curve at half-maximal effect; nearly all actives have a fitted effect of over 55% in size
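Purified hPK-M2 (>95%) run at intermediate activity with 0.1 mM ADP and 0.5 mM PEP in 50 mM imidazole pH 7.2, KCl, MgCl2; 1 h room temperature. ATP formed read by Kinase-Glo luminescence; normalized to uninhibited and no-enzyme controls.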
GALK inh: galactokinase (human) inhibition. Potency, µM (titrated, usually from 57.5 µM), for the others: at the highest dose activity change, negative = inhibition, hits mostly inhibitors. P51570. 270,000 tested, 0.007% active. Purified GALK, Kinase-Glo residual ATP luminescence; also: potency is read from the fitted curve at half-maximal effect
Target sequence (P51570 whole entry, looked up): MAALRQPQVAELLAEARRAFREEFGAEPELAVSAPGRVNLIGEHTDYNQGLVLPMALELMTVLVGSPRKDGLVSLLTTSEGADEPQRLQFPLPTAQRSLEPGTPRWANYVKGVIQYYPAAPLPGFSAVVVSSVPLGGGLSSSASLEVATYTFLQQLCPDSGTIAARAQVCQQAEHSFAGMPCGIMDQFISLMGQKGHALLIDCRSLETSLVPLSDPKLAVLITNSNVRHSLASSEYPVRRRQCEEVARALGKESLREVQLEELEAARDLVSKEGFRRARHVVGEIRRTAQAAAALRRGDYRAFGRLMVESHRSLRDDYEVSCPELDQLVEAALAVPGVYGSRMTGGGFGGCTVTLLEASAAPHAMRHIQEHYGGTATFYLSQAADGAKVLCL
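Kinase-Glo Plus luminescence measured ATP left after a 1 h room-temperature reaction. The reaction used 5 nM GALK, 100 uM galactose and 35 uM ATP at pH 8.0 (20 mM HEPES, 5 mM MgCl2, 60 mM NaCl, 1 mM DTT, 0.01% BSA).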
Eya2 inh: Eya2 (human) phosphatase inhibition | Potency, µM (top dose mostly 76.9 µM), for the others: at the top dose activity, negative = inhibition, most hits filed as inhibitors | O00167 | recombinant Eya2, OMFP fluorescence dephosphorylation (OMFP is methylfluorescein phosphate) | 330,000 tested, 0.006% active; also: potency is read from the fitted curve at half-maximal effect
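Eya2 (0.2 uM) preincubated 10 min at ambient with compound, then OMFP substrate added at 50 uM; 10 min reaction in 50 mM HEPES pH 7.5, 50 mM NaCl, 5 uM MgCl2, 0.05% BSA, 1 mM DTT. Fluorescence read at Ex 485/Em 525 nm.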
uPA surface inh: cell surface uPA generation inhibition | 330,000 tested, 0.31% active | Potency, µM (top dose mostly 38.3 µM), without a hit: at the highest dose activity change, negative = inhibition, actives largely listed as inhibitors | AID 540303 | cell surface uPA generation assay, qHTS; active = well fitted inhibition curve with a large enough effect; inconclusive = small, poorly fitted or top-dose-only effect; inactive = no such curve, though single readings can be large or run the other way; tested in mouse RAW 264.7 cells; also: potency is read from the fitted curve at half-maximal effect; nearly all actives have a fitted effect of over 55% in size
USP2a inh: USP2a (human) protease inhibition | AID 463254 | 330,000 tested, 0.01% active | O75604 | Potency, µM (doses to about 38.3 µM), for inactives: at the highest dose activity change, negative = inhibition, most hits filed as inhibitors | USP2 core, Ub-CHOP2 coupled fluorogenic reporter, 485/531;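 also: potency is read from the fitted curve at half-maximal effect; plate controls were DMSO wells for no effect and full inhibition by NEM control for full effect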
Target sequence (O75604 whole entry, looked up): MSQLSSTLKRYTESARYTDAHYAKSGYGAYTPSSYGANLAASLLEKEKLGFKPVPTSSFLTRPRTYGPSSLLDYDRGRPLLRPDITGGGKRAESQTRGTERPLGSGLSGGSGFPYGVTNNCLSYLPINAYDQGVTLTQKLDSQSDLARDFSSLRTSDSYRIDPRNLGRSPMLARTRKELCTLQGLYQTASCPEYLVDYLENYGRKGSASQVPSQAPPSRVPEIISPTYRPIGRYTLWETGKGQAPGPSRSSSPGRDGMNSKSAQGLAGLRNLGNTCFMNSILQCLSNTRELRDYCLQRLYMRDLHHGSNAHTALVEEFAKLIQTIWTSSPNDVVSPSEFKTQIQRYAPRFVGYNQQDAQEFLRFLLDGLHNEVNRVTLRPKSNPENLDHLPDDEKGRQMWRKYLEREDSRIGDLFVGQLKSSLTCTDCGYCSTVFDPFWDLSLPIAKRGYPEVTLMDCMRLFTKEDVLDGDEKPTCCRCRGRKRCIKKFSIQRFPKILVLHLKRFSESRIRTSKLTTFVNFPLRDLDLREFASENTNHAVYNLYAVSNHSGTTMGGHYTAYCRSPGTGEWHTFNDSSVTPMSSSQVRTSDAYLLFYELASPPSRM
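Cell-free coupled assay: 10nM USP2 core preincubated 30min RT with compound in Tris-HCl pH 8.0/CaCl2/CHAPS buffer, then 25nM Ub-CHOP2 and 25nM reporter substrate; fluorescence (Ex 485/Em 531) read after 60min RT, normalized to NEM inhibition, concentration-response curves fitted.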
FBPA coupling cs: coupling enzyme interference in Giardia aldolase counter-screen. coupling enzyme system counterscreen, AmpLite Red fluorescence. activity change, negative = inhibition, % at 58.2 µM, hits read low. 290,000 tested, 0.67% active. AID 2472; in the data active = activity change below about -30%
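Final compound at 57.5 uM, incubated 10 min at RT with coupling enzyme reagent (glyceraldehyde-3-phosphate), then 20 min with substrate and AmpLite Red detection. Fluorescence read at 525/598 nm; tests interference with the coupling assay, not aldolase inhibition.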
Giardia kill: Giardia lamblia killing; Giardia lamblia trophozoite viability; activity change, % at 7.66 µM, hits read low; 340,000 tested, 0.15% active; AID 540267; in the data active = activity change below about -80%; inconclusive = between about -30% and that limit;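 also: parasites exposed to compound for two days anaerobically before the ATP read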
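ATP-content bioluminescence gauges trophozoite survival. Cells (100/well) receive compound and incubate anaerobically for 48 hrs at 37 deg C; detection reagent follows for 15-30 min at room temperature.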
KCNH2 3.1 block: blocks the human KCNH2 3.1 channel isoform; 340,000 tested, 0.95% active; activity change, % (tested at about 1.8 µM); U2OS KCNH2 3.1, thallium flux FluxOr; active compounds read low;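 active = maximum activity change below -70%; inconclusive = maximum activity change from -70% to -50%; inactive = maximum activity change above -50%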;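 also: thallium influx rate constant from kinetic fluorescence after stimulation buffer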
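Normalized rate constant (relative to positive and negative DMSO controls) derived from a 2 min kinetic fluorescence read after stimulation; U2OS cells expressing the 3.1 isoform via virus at 1.77 x 10^8 /mL.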
B2AR arrestin: beta2AR (human) beta-arrestin recruitment activity. Potency, µM (titrated, usually from 46.1 µM), for the others: top-dose activation, usual class: activators. 330,000 tested, 0.02% active. beta-arrestin recruitment to beta2AR, cell-based reporter. P07550;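 also: potency is read from the fitted curve at half-maximal effect; 0% = DMSO controls and full agonism = EC100 isoproterenol or metaproterenol; nearly all actives have a fitted effect of over 65% in size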
BCR signal inh: chronic active BCR signaling inhibition; ABC-DLBCL IkBa-CBG/CBR reporter, luminescence ratio, 4 h; Potency, µM (series often up to 46.1 µM), without a hit: at the top dose ratio change, negative = lower green/red ratio, usual class: inhibitors; 340,000 tested, 0.05% active; AID 493014; active = well fitted inhibition curve with a large enough effect in the signal ratio, with a control signal flat, not every such curve was filed as active; inconclusive = small, poorly fitted or top-dose-only effect, or effect the other way, or a change in a side signal; the % refers to the signal ratio;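 also: potency is read from the fitted curve at half-maximal effect; plate controls were basal doxycycline-induced cells for no effect and cells given 10 µM MG132 for full effect; MG132 reads +100%, hits lower the ratio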
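Doxycycline induced both beetle luciferases in TMD8 lymphoma cells; IKK-driven degradation limits the IkappaBalpha-fused green signal, while red luminescence normalises for cell number and nonspecific effects. Compounds tested up to 46 uM, 4 hrs.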
Starred values were filed as active, the others as inactive; ? = inconclusive; nt = not tested or not shown; & = joins results of further samples; [ ] = another dose, or the depositor's remark. Unless noted, calls follow the shape of the dose curve; as a rule, active = well fitted curve in the direction sought with a large enough effect; inconclusive = small, poorly fitted or top-dose-only effect, or another doubt; inactive = no such curve, though single readings can be large; an effect the other way counts as inactive or inconclusive. Unless noted, % is scaled to controls: 0 for no effect and ±100 for the full control effect. An excerpt; rates above refer to the full screens.

SMILES | hERG WT inh | PKM2 act | GALK inh | Eya2 inh | uPA surface inh | USP2a inh | FBPA coupling cs | Giardia kill | KCNH2 3.1 block | B2AR arrestin | BCR signal inh
CC1OC(NCCc2ccccc2)C(O)C(O)C1O (centres undefined) | -12 | -12% | 0% | 0% | 4% | 0% | -1 | 1 | -2 | -1.4% | 3%
O=c1oc2ccccc2n1CCCOc1ccccc1 | -3 | 2% | 1% | 5% | -8% | 0% | 1 | -4 | 1 | -0.2% | ?
O=C(OC1CCN(CCCl)CC1)C(c1ccccc1)c1ccccc1 | 26 | nt | nt | 0% | ? | 1% | nt | 2 | ? | -0.6% | ?
CC(C)c1cccc(C(C)C)c1OC(=O)NC(=O)c1c(F)cccc1F | -2 | 0% | 3% | 1% | -16% | -1% | nt | 28 | -2 | 0.4% | ?
CN1CCC(O)(c2ccccc2)C2CCCC21 (centres undefined) | 13 | 1% | 0% | -19% | nt | 2% | 1 | -6 | 3 | -0.4% | ?
CN(C)S(=O)(=O)c1cccc(NC(=O)CSc2nc3ccccc3n2-c2ccccc2)c1 | 0 | -17% | -1% | 0% | 33%[activator] | -7% | 1 | -26 | -15 | -0.2% | 0%
COc1ccc(CNC(=O)/C=C/c2ccc3[nH]cc(CCN(C)C)c3c2)cc1 | 2 | -4% | 1% | 2%&-16% | -23% | -5% | 2 | 3 | -5 | 0.3% | -3%
CCCCCn1c(=O)c(C(=O)Nc2ccccc2C)c(O)c2ccccc21 | 11 | 0% | 4% | 5% | 2% | 1% | -2 | -1 | 17 | -0.9% | 1%
CCn1c(O)c(C=NCc2ccccc2)c(=O)[nH]c1=S | -9 | 4% | -1% | -5% | 7% | 0% | 2 | -21 | -20 | 0.0% | 0%
Cc1ccc(OCC(=O)Nc2ccc(Cl)cc2C(=O)c2ccccc2)cc1 | -3 | 16% | 1% | 4% | 2% | 2% | 0 | 6 | -2 | 0.2% | 0%
Cc1c(S(=O)(=O)Nc2cccc(Cl)c2)c(=O)n(C)c(=O)n1C | -11 | ? | 1% | 7% | 7% | 1% | 1 | -7 | -9 | 0.0% | ?
CCCCCn1c(=O)c(C(=O)Nc2cccc(C)c2)c(O)c2ccccc21 | 4 | -2% | 4% | -2% | 13% | -1% | 0 | 12 | 30 | 3.6% | 5%
O=C1NC(=O)C(CCc2ccncc2)(Cc2cccc(Cl)c2Cl)C(=O)N1c1ccc(Br)cc1 (centres undefined) | 0 | 1% | 0% | -1% | -8% | -2% | 3 | -11 | -6 | 0.5% | ?
Cc1ccccc1NC(=O)CCl | -3 | -4% | -4% | 2% | ? | -1% | 4 | 15 | 10 | 2.8% | ?
CC(=NCC1CCCO1)c1c(O)n(Cc2ccccc2)c(=O)[nH]c1=O (centres undefined) | -5 | -5% | -4% | -30% | -5% | 3% | 2 | 4 | -10 | -0.1% | 1%
CCC1=Nc2cc(C(=O)N3CCC4(CC3)OCCO4)ccc2Sc2ccc(Br)cc21 | 2 | 2% | 8% | 6% | 2% | -9% | -13 | 17 | -28 | -1.1% | 10%
C[n+]1c(-c2ccccc2)cc(-c2ccc(O)cc2)cc1-c1ccccc1 | 37 | 0% | 4% | -10% | -4% | -2% | 1 | 0 | 1 | -0.9% | 1%
CC12CN3CCN(CC(C3)C1O)C2 (centres undefined) | 2 | 0% | 2% | 6% | 3% | 0% | 1 | -18 | 17 | 0.4% | 2%
CCOP(=O)(OCC)OCC | -10 | nt | nt | 7% | 6% | 1% | nt | 0 | -11 | -3.6% | 0%
COCCCNC(=O)c1c(NC(=O)c2ccco2)n(Cc2ccccc2)c2nc3ccccc3nc12 | 1 | 5% | -1% | -26% | -16% | -1% | -13 | -18 | 3 | -0.1% | 0%
O/N=C/c1c[nH]c2ccccc12 | 0 | -1% | 2% | -28% | -2% | -3% | 1 | -4 | -8 | 0.2% | -2%
CCCC1C(C#N)=C(N)Oc2c1c(=O)oc1ccccc21 (centres undefined) | -11 | 0% | -2% | 1% | -7% | 2% | -1 | -10 | 18 | 0.0% | ?
CO[C@H]1C=C2CCN(C)[C@H]2C2c3cc4c(cc3C(=O)O[C@@H]21)OCO4 (some centres undefined) | -5 | nt | nt | 9% | -5% | 1% | nt | -2 | -6 | -0.8% | -15%
O=C1CC(=O)N(c2ccc(Cl)cc2Cl)C(=O)N1 | -4 | 4% | 2% | -1% | 1% | 4% | 8 | 3 | 6 | 0.1% | 3%
COc1ccc(OC)c(C(O)C2CCCCN2)c1 (centres undefined) | -14 | -10% | 3% | 13% | 0% | -1% | 2 | 7 | 11 | -0.1% | 5%
COc1cccc(-n2c(O)c(C=NCCN3CCNCC3)c(=O)[nH]c2=S)c1 | 0 | nt | -1% | -6% | 4% | 2% | -2 | 10 | 14 | 0.3% | 0%
CCOC(=O)C(NC(C)=O)C(OC(C)=O)c1cccc(N(CCCl)CCCl)c1 (centres undefined) | -5 | 12% | 1% | 3% | -15% | 0% | 2 | 2 | 2 | 0.7% | -4%
FC(F)(F)c1cccc(C2NCc3ccccc3-n3cccc32)c1 (centres undefined) | 0 | nt | -1% | -12% | -1% | -2% | 0 | 9 | -11 | -0.8% | 1%
C[C@]12CCC(=O)CC1CCC1C2CC[C@]2(C)C(OC(=O)CCC(=O)O)CCC12 (some centres undefined) | -6 | nt | nt | 5% | -1% | 0% | 9 | 1 | -5 | -1.1% | -3%
Cc1cccnc1NC1=NCC(C)S1 (centres undefined) | 2 | -3% | -3% | -20% | 3% | 1% | 3 | 0 | 1 | -0.6% | ?
CSc1ccccc1C(=O)C1CCCN(Cc2ccccn2)C1 (centres undefined) | -5 | -1% | 3% | -7% | 4% | -1% | 0 | 19 | 4 | -0.3% | -10%
Cc1ccccc1-n1c(O)c(/C=N/NC(=O)c2ccncc2)c(=O)[nH]c1=O | 12 | -1% | -1% | ? | -1% | -1% | -4 | 4 | -3 | 0.5% | -25%
COc1cccc(-c2sc3ccccc3c2-c2ccc(OCCN(C)C)cc2)c1 | nt | nt | nt | -19% | ? | 1% | nt | 12 | nt | 0.0% | ?
C=CCn1c(O)c(C(CC)=NCCc2c[nH]c3ccccc23)c(=O)[nH]c1=O | -9 | 0% | -1% | -30% | -6% | 3% | 0 | 10 | -12 | -0.2% | ?
O=C1CN=C(c2ccccc2F)c2cc(Cl)ccc2N1 | 7 | -11% | 6% | 2% | 0% | -3% | -3 | 7 | -8 | -0.1% | ?
N#CC(c1cccnc1)N1CCOCC1 (centres undefined) | 13 | nt | -3% | 5% | 10% | -1% | 3 | 4 | 11 | -0.4% | 0%
NS(=O)(=O)OC(CCc1ccccc1)C(Cl)(Cl)Cl (centres undefined) | -9 | 1% | nt | -4% | 1% | 2% | 3 | 10 | -11 | -0.6% | -1%
O=C1NC2NC(=O)N([N+](=O)[O-])C2N1 (centres undefined) | 2 | 9% | -2% | 13% | 7% | 7% | -1 | -22 | 17 | ? | 1%
Cc1cc(OCC(=O)N2CCCN(C)CC2)ccc1Cl | 7 | 2% | -3% | -1% | 1% | 2% | nt | 25 | -1 | -0.2% | -2%
COC(=O)C1=C(c2ccc(OC(F)(F)F)cc2)C[C@@H]2CC[C@H]1N2C(=O)NCCOc1ccc(OC)cc1 | 2 | nt | nt | -4% | -4% | 4% | nt | 29 | 25 | 6.0% | ?
Clc1cccc(CN2CCCCC2c2cccnc2)c1 (centres undefined) | -9 | 7% | 1% | 3% | 3% | -2% | -9 | -1 | 11 | -0.3% | -3%
O=C(O)c1cccc(NC(=O)N2C[C@H]3C[C@@H](C2)c2cccc(=O)n2C3)c1 | 3 | 17% | nt | 2% | 8% | 0% | -2 | -11 | 0 | 1.1% | 16%
COC(=O)C(C)Oc1cc(C)cc2oc(=O)c3c(c12)CCC3 (centres undefined) | -1 | -4% | 2% | 2% | -8% | -1% | 5 | -3 | -15 | 2.6% | 2%
COc1cccc(-n2c(CN3CCN(C)CC3)nc3ccc([N+](=O)[O-])cc3c2=O)c1 | 14 | 4% | 0% | -4% | -3% | 0% | -1 | 25 | -4 | -1.2% | 0%
CCC(=NCc1cccnc1)c1c(O)n(Cc2ccccc2)c(=O)[nH]c1=O | 3 | -1% | 9% | -1% | 0% | -1% | 1 | -14 | 2 | 0.3% | 1%
CC[C@@]1(O)C(=O)OCc2c1cc1n(c2=O)Cc2cc3c(NC(=O)CN)cccc3nc2-1 | -1 | 8% | 2% | -3% | -19% | -3% | -13 | -14 | 16 | -0.3% | ?
